High-throughput results as filed in PubChem BioAssay.
C-LANA FP: inhibitors of KSHV LANA C-terminal domain DNA binding; MBP-C-LANA/FAM-LBS DNA binding, fluorescence polarization; inhibition, % at 9 µM; 340,000 compounds, 0.078% hits; AID 504423;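 active = highest replicate inhibition at or above 60% at 9 µM, even if other replicates fall short; inactive = all replicates below 60% inhibition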;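 note: 0% = neutral control wells and 100% = 4 µM acridine orange control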
DAGLB inh: blocks human DAGLB lipase activity; Q8NCG7; inhibition, % at 5.17 µM; 340,000 compounds, 0.059% hits; HEK293T DAGLB membrane lysate, EnzChek fluorogenic substrate; in the data active = inhibition above about 34%;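 note: 0% = enzyme with vehicle and 100% = wells lacking enzyme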
SR-BI uptake up: activators of SR-BI mediated HDL lipid uptake. CHO ldlA[mSR-BI] cells, DiI-HDL uptake fluorescence, 3 h; 100 = double the neutral-control signal. activation, % at 12.5 µM. 320,000 compounds, 0.096% hits. AID 504775;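 active = mean replicate activation of at least 60% and every replicate at or above 60%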;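 note: 0% = median plate neutral-control signal and 100% = twice that signal; values of inactives mirror those of a sister screen read the other way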
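system = CHO ldlA[mSR-BI] cells, LDL receptor-null, SR-BI overexpressing | medium = Ham's F12 with 0.5% BSA, HEPES 25 mM, pH 7.4 | probe or stimulus = DiI-HDL 10 µg/mL | compound dosing = single-point compound dose | incubation = compound exposure 3 h, 37 °C | technique = DiI fluorescence, bottom read | read-out = cell-associated DiI fluorescence as measure of HDL uptake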
Cardiac RTF inh: cardiac RTF calcium desensitization; P19429+P45379; IANBD-labeled cardiac RTF, Ca2+ fluorescence; inhibition, % at 7.15 µM; 340,000 compounds, 0.12% hits;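 active = inhibition above the mean inhibition of all tested compounds plus 3 SD, cut at about 17% in these data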;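 note: assay run at fixed EC70 calcium of 1.6 mM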
CAL PDZ FP-1: blocks peptide binding to human CAL PDZ domain. inhibition, % at 20 µM. 330,000 compounds, 0.02% hits. AID 504414. purified CAL PDZ, TMR-peptide fluorescence polarization, 1 h;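 active = highest replicate inhibition of at least 40%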;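 note: plate controls were DMSO neutral control wells for no effect and unlabeled competitor peptide control wells for full effect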
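Material: tagged CAL PDZ protein CerCALP, purified; buffer or medium: sodium phosphate/NaCl buffer pH 7.4 with TCEP, IgG, Thesit; also added: fluorescent TMR peptide probe; schedule: 1 h incubation at room temperature before polarization reading; technique: fluorescence polarization from S- and P-plane intensities, G-factor corrected; control set: unlabelled peptide and DMSO controls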
PKA-R2B activ: activates the human PKA-R2B holoenzyme complex | AID 504700 | PKA-R2B holoenzyme dissociation, Cy5-IP20 fluorescence polarization; R2B truncated from residue 108, S112A mutant; 0% DMSO only, 100% 113 µM cGMP | 340,000 compounds, 0.079% hits | P22694+P31323 | activation, % at 11.4 µM;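 active = activation above a cutoff set at the mean over all compounds plus 3 SD, cut at about 18% in these data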;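 note: higher means more holoenzyme dissociation and a rise in polarization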
Target sequence (P31323 whole entry, looked up, other chains not shown, the tested form may be a part): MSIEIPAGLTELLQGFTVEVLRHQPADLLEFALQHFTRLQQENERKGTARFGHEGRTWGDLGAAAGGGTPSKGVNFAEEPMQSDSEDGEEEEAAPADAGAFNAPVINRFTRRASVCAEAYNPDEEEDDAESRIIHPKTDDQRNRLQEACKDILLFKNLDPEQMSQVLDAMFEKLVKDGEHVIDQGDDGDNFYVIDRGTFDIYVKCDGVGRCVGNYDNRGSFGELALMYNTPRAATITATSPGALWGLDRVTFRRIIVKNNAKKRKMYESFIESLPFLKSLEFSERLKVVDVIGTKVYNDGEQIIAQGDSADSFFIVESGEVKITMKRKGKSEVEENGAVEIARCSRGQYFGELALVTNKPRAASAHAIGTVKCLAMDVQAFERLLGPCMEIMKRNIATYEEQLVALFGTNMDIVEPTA
cardiac RTF act: increases calcium sensitivity of human cardiac regulated thin filaments; 340,000 compounds, 0.24% hits; IANBD-labeled TnC RTF fluorescence at EC20 calcium; 0% EC20 calcium, 100% full calcium; activation, % at 7.2 µM;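 active = activation above the mean over all tested compounds plus 3 SD, cut at about 30% in these data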;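 note: rise in fluorescence read as greater calcium sensitivity of cardiac thin filaments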
Keap1-Nrf2 PPI: disrupts human Keap1 binding to Nrf2 peptide | Keap1 Kelch-Nrf2 peptide fluorescence polarization, 1536-well | AID 504523 | inhibition, % at 9.4 µM | 340,000 compounds, 0.15% hits | Q14145; in the data active = inhibition above about 12%;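 note: human Keap1 Kelch domain with fluorescein labeled Nrf2 9mer peptide probe; 0% = neutral control wells and 100% = peptide positive control; higher means more block of Keap1 binding to Nrf2 peptide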
Target sequence (Q14145 whole entry, looked up, the tested form may be a part): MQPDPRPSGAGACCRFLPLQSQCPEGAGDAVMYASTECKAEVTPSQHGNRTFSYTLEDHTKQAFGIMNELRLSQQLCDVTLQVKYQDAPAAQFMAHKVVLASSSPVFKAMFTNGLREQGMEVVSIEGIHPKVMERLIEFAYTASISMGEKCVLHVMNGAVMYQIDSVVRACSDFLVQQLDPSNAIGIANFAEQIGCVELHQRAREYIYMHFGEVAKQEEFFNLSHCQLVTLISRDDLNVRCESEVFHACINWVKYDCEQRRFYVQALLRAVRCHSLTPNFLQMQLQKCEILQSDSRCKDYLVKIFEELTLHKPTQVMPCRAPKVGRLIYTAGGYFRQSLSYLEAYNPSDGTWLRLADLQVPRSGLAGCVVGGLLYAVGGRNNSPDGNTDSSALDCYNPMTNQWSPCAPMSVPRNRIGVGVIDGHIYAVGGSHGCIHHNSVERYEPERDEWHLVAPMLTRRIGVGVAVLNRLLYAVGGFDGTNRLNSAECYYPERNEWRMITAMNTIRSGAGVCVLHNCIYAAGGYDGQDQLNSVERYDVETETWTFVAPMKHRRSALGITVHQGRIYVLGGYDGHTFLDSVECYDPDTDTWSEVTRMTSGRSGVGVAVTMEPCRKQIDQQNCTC
Rtt109 Vps75: C. albicans Rtt109 histone acetyltransferase inhibition; 330,000 compounds, 0.16% hits; Q5AAJ8; AID 540336; inhibition, % at 34.9 µM; purified Rtt109/Vps75, ThioGlo CoA-SH fluorescence, 4 h;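 active = inhibition of at least 50% in every replicate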
CAL PDZ FP-2: blocks peptide binding to the human CAL PDZ domain. Q9HD26. purified CAL PDZ, TMR-peptide fluorescence polarization, 1 h. inhibition, % at 24.9 µM. 300,000 compounds, 0.92% hits. AID 602252;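 active = mean inhibition of at least 30% with at least half of replicates also reaching 30%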;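 note: 0% = DMSO neutral control and 100% = excess unlabeled competitor peptide PRC23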
Starred values were filed as active, the others as inactive; . = not tested or not shown.

SMILES	Rtt109 Vps75	cardiac RTF act	Cardiac RTF inh	C-LANA FP	CAL PDZ FP-2	DAGLB inh	Keap1-Nrf2 PPI	CAL PDZ FP-1	PKA-R2B activ	SR-BI uptake up
O=C(Nc1ccncc1)c1ccc(Br)cc1	5	-1	4	0.3	-3	-3	-2	-0.6	-5	-4
Fc1ccc(NC(=S)N2CCCC2)cc1	-3	5	-9	1.9	-2	0	0	-1.2	-4	15
CC(=O)NNC(=O)CCC(=O)Nc1ccccc1	-19	-2	-7	-0.3	3	0	-4	.	4	17
O=C1C=C(c2ccccc2)CC(c2cccs2)C1n1cnc([N+](=O)[O-])c1 (stereo not drawn)	-3	-6	-3	1.9	-4	4	-4	.	-8	-22
Cn1c(=O)n(CCc2ccccc2)c(=O)c2c1nc1n2CCCN1CCc1ccccc1	5	-4	1	21	-3	-8	-2	.	13	506*
O=C1CN(C(=O)CSc2nnnn2-c2ccc(Cl)cc2)c2ccccc2N1	6	0	-2	0.4	.	2	-1	-3.8	-4	-32
Cc1nc2c3ccccc3n(CC#N)c(=O)n2n1	-3	-3	0	-0.3	-6	-1	-5	0.2	-4	1
COCCn1c(=NC(=O)c2ccc3c(c2)OCCO3)sc2cc(S(N)(=O)=O)ccc21	15	5	8	-0.2	.	0	-6	-1.8	-12	-46
CCCP(=O)(CC(=O)O)c1ccccc1 (stereo not drawn)	0	-2	-9	-1.7	-2	-3	0	-1.2	-2	0
Cc1ccc2c(C(=O)CN3CCN(c4ccccc4)CC3)c(C)[nH]c2c1	33	0	5	0.4	7	-6	-6	-2.5	2	.
O=S(=O)(NC1=NCCC1)c1cccc(NS(=O)(=O)c2ccc(F)c(Cl)c2)c1	11	3	-3	1.5	14	-2	5	-1.2	-6	33
FC(F)(F)c1ccc(/C=N/N2CCN(Cc3cccc4ccccc34)CC2)cc1	-1	-2	-1	-0.8	.	-2	4	-0.9	-2	4
COc1ccc(S(=O)(=O)N2CCCC(C(F)(F)F)C2)cc1 (stereo not drawn)	.	-4	-5	-0.4	1	-2	2	0.1	-3	39
COc1ccc2cc(Br)ccc2c1CC(=O)NC(C)(C)C	2	6	-6	0.3	-2	-2	-3	-0.2	-6	-68
Cc1cccnc1NC(=S)NC(=O)c1cncc(Br)c1	3	-6	2	-0.1	-7	1	0	-1.5	-9	-15
O=c1c2ccccc2cnn1Cc1n[nH]c(=S)n1-c1ccccc1Cl	18	17	-15	1.1	-1	-2	2	0.5	3	9
CC(=O)Oc1ccc(-c2cccc(C(=O)NCCCO)c2)cc1	-4	-3	7	1.2	10	1	1	-0.9	-7	3
O=C(CCC(=O)OCC(=O)c1ccc(-c2ccccc2)cc1)Nc1cccc(Cl)c1	6	1	2	-0.9	6	-2	-3	-1.9	-4	12
CN(C)S(=O)(=O)N1CCc2ccc(NC(=O)c3ccccc3Cl)cc2C1	4	-5	0	-2.9	2	-5	-3	.	0	-24
CCN(CC)C(=O)Cn1c(=O)n(-c2ccccc2)c(=O)c2c3c(sc21)CCC3	-10	8	1	-1.2	0	-2	1	-0.5	10	-8

Record cards, as listed above. Order of screens: Rtt109 Vps75 | cardiac RTF act | Cardiac RTF inh | C-LANA FP | CAL PDZ FP-2 | DAGLB inh | Keap1-Nrf2 PPI | CAL PDZ FP-1 | PKA-R2B activ | SR-BI uptake up
Shown for COCCn1c(=NC(=O)c2ccc3c(c2)OCCO3)sc2cc(S(N)(=O)=O)ccc21 : 15 | 5 | 8 | -0.2 | . | 0 | -6 | -1.8 | -12 | -46
Shown for CN(C)S(=O)(=O)N1CCc2ccc(NC(=O)c3ccccc3Cl)cc2C1 : 4 | -5 | 0 | -2.9 | 2 | -5 | -3 | . | 0 | -24
Shown for COc1ccc2cc(Br)ccc2c1CC(=O)NC(C)(C)C : 2 | 6 | -6 | 0.3 | -2 | -2 | -3 | -0.2 | -6 | -68
Shown for Cc1cccnc1NC(=S)NC(=O)c1cncc(Br)c1 : 3 | -6 | 2 | -0.1 | -7 | 1 | 0 | -1.5 | -9 | -15
Shown for Fc1ccc(NC(=S)N2CCCC2)cc1 : -3 | 5 | -9 | 1.9 | -2 | 0 | 0 | -1.2 | -4 | 15

More entries.
SMILES	Rtt109 Vps75	cardiac RTF act	Cardiac RTF inh	C-LANA FP	CAL PDZ FP-2	DAGLB inh	Keap1-Nrf2 PPI	CAL PDZ FP-1	PKA-R2B activ	SR-BI uptake up
CCc1cccc(NC(=O)CCS(=O)(=O)c2cc3c(cc2C)NC(=O)CO3)c1	-3	1	-1	0.9	.	-1	-4	-0.5	-9	10
CN1C(=O)N(c2cccc3ccccc23)C(n2cncn2)C1(C)C (stereo not drawn)	0	-3	-1	1.5	-1	0	-5	-1.8	-4	-12
COc1ccccc1CCC(=O)Nc1ccc(S(=O)(=O)Nc2cc(C)nc(C)n2)cc1	2	-4	-1	0.1	4	0	3	-2.1	-2	-17
CC(C)(C)C(=O)Nc1nc(NC(=O)C(C)(C)C)nc(-c2ccccc2Cl)n1	3	.	.	-0.1	-2	.	-4	-0.3	.	9
COc1ccc(OC)c(NC(=O)CSc2nc(C)cs2)c1	-1	-8	-4	0.0	-2	-3	1	-13	0	-17
Cc1ccc(-n2nnnc2SCC(=O)Nc2cc(C)on2)c(C)c1	0	-3	-1	0.0	-1	-1	-6	-3.6	14	-10
O=C(c1cnc2nc3ccccc3n2c1)c1cc(F)ccc1O	1	6	4	-0.7	-5	3	-1	-2.8	1	-16
Cc1ccc(S(=O)(=O)Nc2ccc(C(=O)NCc3ccccn3)cc2)cc1	-3	-3	4	0.5	.	3	-7	-0.1	1	13
CCOc1ccccc1NC(=O)c1cccc(N2C(=O)CCC2=O)c1	-3	-5	3	-0.3	.	-4	0	-0.1	1	-23
COCCn1nnnc1CN(Cc1cc2cc(OC)c(OC)cc2[nH]c1=O)C1CCCC1	-105	4	-6	2.9	-2	-2	-6	-0.3	6	-6
COc1ccccc1C(=O)NC(=O)COC(=O)C1CCC1	-8	-5	-4	-1.2	-1	-1	1	-2.3	-5	39
COc1ccc(-c2cc(C#N)nc(N3CCN(c4ccccc4)CC3)n2)cc1	-5	-1	-1	1.4	-1	1	4	-4.9	1	-67
Cc1cccc(-c2onc3ccc(C(=O)/C=C/N(C)C)cc23)c1	.	-2	-8	0.8	-8	8	-3	-13	5	-24
COc1cc(CNc2nc(C)c([N+](=O)[O-])c(C)c2C#N)cc(OC)c1OC	1	0	3	0.1	-5	-3	1	-0.8	-2	-48
CCCCCn1c(NC(=O)c2ccco2)c(S(=O)(=O)c2ccc(C)cc2)c2nc3ccccc3nc21	1	4	-4	0.7	-3	-8	-9	-0.9	-13	17
CCc1ccccc1NC(=O)COc1ccc2oc(-c3ccc(OC)cc3)cc(=O)c2c1	30	-1	-11	1.0	-20	-1	4	-2.1	4	-29
CCOC(=O)C[C@H]1c2ccc(C(F)(F)F)cc2S(=O)(=O)N1C(C)C	-1	3	-7	2.7	2	-3	0	-2.9	-4	8
O=C(Nc1cccc(Cl)c1N1CCCC1)c1cc2ccccc2o1	-3	-4	5	0.0	-2	-29	-4	-0.6	-2	-35
O=C(CCS(=O)(=O)c1ccc(Br)cc1)Nc1ccc2c(c1)OCO2	-5	-5	3	-1.1	.	1	-3	-0.4	8	17
CC(=O)Nc1cccc(N(C)S(C)(=O)=O)c1	-4	-1	-3	0.8	-1	-1	4	-1.2	-9	24
Cc1nc(-c2ccc(-c3ccon3)s2)no1	-5	1	-10	-1.0	-2	-1	2	-0.1	1	25
Cc1ccccc1NC(=S)N(Cc1cccs1)C1CCCC1	-3	0	7	-7.4	-3	-5	0	0.3	-11	5
COc1cccc(Cn2nnc3c(=O)[nH]c(C4CCCN(C(=O)c5ccccc5Cl)C4)nc32)c1 (stereo not drawn)	-1	4	0	0.9	-2	0	0	-1.1	-1	3
O=C(NCc1ccccn1)c1cc(-c2ccccc2)on1	7	0	-5	0.6	-1	-2	-5	-2.9	5	7
COc1ccc(CNC(=O)CN(Cc2ccccc2OC)C(=O)c2csnn2)cc1	-15	4	-11	-0.6	-3	-1	-5	-3.0	-6	12
Cc1cccc(N2CCN(C(=O)C3(S(=O)(=O)c4ccc(Cl)cc4)CC3)CC2)c1C	1	3	-9	-0.4	5	-2	0	-0.5	-10	.
O=C(c1ccc(S(=O)(=O)NCc2ccco2)cc1)N1CCCC1	5	-6	-1	-0.3	1	-3	0	-1.3	-12	1
Cc1ccc(C(=O)NNC(=O)C(C)Sc2nc(N)cc(N)n2)cc1 (stereo not drawn)	-10	-1	0	1.9	-2	0	-2	0.9	0	13
Cc1ccc(-c2csc3ncnc(Nc4ccc(N5CCOCC5)cc4)c23)cc1	5	-2	-3	0.1	.	-1	6	0.5	-17	-57
NC(=O)CNC1CC(=O)N(CCc2ccccc2)C1=O (stereo not drawn)	-9	4	3	3.1	.	1	-6	-3.2	-3	-5
CCC(Sc1nc2ncnc(N)c2[nH]1)C(=O)O (stereo not drawn)	-7	2	-2	-1.3	0	-1	-5	-0.6	1	14

Random excerpt: 5 compounds from above
SMILES	Rtt109 Vps75	cardiac RTF act	Cardiac RTF inh	C-LANA FP	CAL PDZ FP-2	DAGLB inh	Keap1-Nrf2 PPI	CAL PDZ FP-1	PKA-R2B activ	SR-BI uptake up
O=C(NCc1ccccn1)c1cc(-c2ccccc2)on1	7	0	-5	0.6	-1	-2	-5	-2.9	5	7
Cc1ccc(C(=O)NNC(=O)C(C)Sc2nc(N)cc(N)n2)cc1 (stereo not drawn)	-10	-1	0	1.9	-2	0	-2	0.9	0	13
Cc1nc(-c2ccc(-c3ccon3)s2)no1	-5	1	-10	-1.0	-2	-1	2	-0.1	1	25
COc1ccc(CNC(=O)CN(Cc2ccccc2OC)C(=O)c2csnn2)cc1	-15	4	-11	-0.6	-3	-1	-5	-3.0	-6	12
Cc1ccc(-c2csc3ncnc(Nc4ccc(N5CCOCC5)cc4)c23)cc1	5	-2	-3	0.1	.	-1	6	0.5	-17	-57
